ARNT-TACC3 inh: ARNT/TACC3 interaction disruption. Q9Y6A5. AlphaScreen His-ARNT PAS-B/GST-TACC3 binding, luminescence; TACC3 fragment carries E629A point mutation. inhibition, % at 9.99 µM. 390,000 tested, 0.66% active. AID 623870;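 active = mean inhibition of replicates at least 50% and at least half of replicates each reaching 50%; inconclusive = half or more replicates reach 50% but mean below 50%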;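 also: 0% = complete ARNT plus TACC3 wells and 100% = ARNT alone without TACC3; many hits fall short of the cut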
EWS-Fli inh: inhibitors of EWS/Fli oncoprotein transcriptional activity; inhibition, % at 12.6 µM; AID 651661; A673 NR0B1-luciferase reporter, viability-normalised; 350,000 tested, 0.67% active;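 active = mean inhibition of at least 50% after viability correction, with every replicate also passing that limit; inconclusive = mean reaches 50% but only one of two replicates passes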;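 also: firefly luciferase signal divided by Alamar Blue viability fluorescence both relative to DMSO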
DENV2 CPE rescue: inhibitors of DENV2 cytopathic effect; CPE inhibition, % at 9.99 µM; 350,000 tested, 1.7% active; AID 651640; DENV2-infected cells, cytopathic effect rescue, plate reader; in the data active = CPE inhibition above about 20%, passing the limit was not always enough; inconclusive = no clear call, values can overlap the other calls; tested in BHK-21 cells;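 also: 0% = median of neutral control wells and 100% = median of positive control wells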
SIRT5 inh: inhibitors of human sirtuin-5 desuccinylase | Purified SirT5, succinyl-peptide AMC, trypsin-coupled fluorescence | inhibition, % at 15 µM | 330,000 tested, 1.1% active | AID 652115; in the data active = inhibition above about 15%; inconclusive = no clear call, values can overlap the other calls
Target sequence (Q9NXA8 whole entry, looked up): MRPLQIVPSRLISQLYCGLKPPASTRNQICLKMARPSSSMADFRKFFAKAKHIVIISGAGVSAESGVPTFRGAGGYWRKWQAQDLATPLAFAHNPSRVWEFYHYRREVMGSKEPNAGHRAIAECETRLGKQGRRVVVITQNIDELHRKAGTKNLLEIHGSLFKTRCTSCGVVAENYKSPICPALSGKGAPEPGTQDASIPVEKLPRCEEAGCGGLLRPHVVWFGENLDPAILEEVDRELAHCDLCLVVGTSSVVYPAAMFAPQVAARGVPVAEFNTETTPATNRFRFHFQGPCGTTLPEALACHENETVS
LGR2 inh: inhibitors of bursicon-induced Drosophila LGR2 receptor cAMP signaling; HEK293 LGR2, CRE-luciferase, bursicon-stimulated, 4 h; inhibition, % at 9.99 µM; 380,000 tested, 0.35% active;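 active = drop in luminescence signal, shown as inhibition above about 50% in the replicate tests, limit read from the data, passing the limit was not always enough; inconclusive = probably only some replicates passing the limit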;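 also: agonist challenge used bursicon conditioned medium at about half maximal strength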
PAX8 inh HTS: inhibitors of PAX8 transcriptional activity in RMG-I cells; inhibition, % at 12.6 µM; 360,000 tested, 1.2% active; RMG-I TPO-luciferase reporter, SteadyGlo, 24 h; AID 652154;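 active = mean replicate inhibition at least 60% with every replicate also reaching 60%; inconclusive = only one of the two criteria is met; inactive = mean below 60% and not all replicates reaching 60%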;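 also: luciferase light reporting Pax8 driven TPO promoter activity; plate controls were median of neutral control wells for no effect and mitoxantrone controls for full effect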
Casp6 inh: caspase-6 (human) enzyme inhibition. purified caspase-6, Z-VEID-R110 cleavage fluorescence. inhibition, % at 12.5 µM. P55212. 350,000 tested, 0.53% active;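 active = mean inhibition across replicates at least about 35%, with every replicate also reaching that limit, limit read from the data; inconclusive = only one of the two criteria met; inactive = neither criterion met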;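 also: 0% = median of neutral control wells and 100% = no fluorescence left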
Target sequence (P55212 24-179 limits assumed): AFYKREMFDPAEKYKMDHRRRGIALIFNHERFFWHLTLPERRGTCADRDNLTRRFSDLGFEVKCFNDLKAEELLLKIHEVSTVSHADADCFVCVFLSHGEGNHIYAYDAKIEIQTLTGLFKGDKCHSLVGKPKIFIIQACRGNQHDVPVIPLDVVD
Target sequence (P55212 194-293 limits assumed): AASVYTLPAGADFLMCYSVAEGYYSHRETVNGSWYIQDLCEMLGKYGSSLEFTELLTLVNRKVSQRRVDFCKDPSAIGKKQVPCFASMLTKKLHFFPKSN
The depositor's hits bear a star; ? = inconclusive; / = no result given.

SMILES	ARNT-TACC3 inh	EWS-Fli inh	DENV2 CPE rescue	SIRT5 inh	LGR2 inh	PAX8 inh HTS	Casp6 inh
CN1CCC(C)(C(=O)Nc2cccc3c2CCCC3)C1 (stereo not given)	/	-1	-2	1	3	11	-1
CNC[C@H]1Oc2ccc(NC(=O)CCCN(C)C)cc2CC(=O)N([C@H](C)CO)C[C@@H]1C	3	4	9	-1	13	7	-2
Cc1ccc(S(=O)(=O)NCC(=O)OCc2nnc(-c3ccccc3)o2)cc1	-9	3	0	0	-6	1	0
CC1(C(=O)N(CC(=O)NC2CCCC2)Cc2ccccc2)CC(=O)N=C2C=CC=CN21 (stereo not given)	/	-1	-2	-21	0	-14	/
CC(OC(=O)C1=COCCO1)C(=O)NC(C)c1ccc(Cl)cc1Cl (stereo not given)	1	3	-3	1	13	3	4
COCCN1C=C(C(=O)OC)C(c2ccc(OC)c(OC)c2)C(C(=O)OC)=C1	-7	/	-12	-6	0	/	-1
Cc1ccc(C)c(/C=N/Nc2nc3ccccc3c(=O)n2O)c1	/	-43	1	0	/	-61	2
C[C@@H]1CN([C@@H](C)CO)C(=O)c2cc(C#CCN(C)C)cnc2O[C@@H]1CN(C)C(=O)NC1CCCC1	-4	0	15	-2	-13	-18	3
CCN(CC)CCCNc1nc(N)c([N+](=O)[O-])c(NCCO)n1	-1	-6	5	0	/	-19	0
CN(C)C(=O)C[C@H]1CC[C@H]2[C@H](COc3ccc(NC(=O)c4ccc(F)c(F)c4)cc3C(=O)N2C)O1	-45	2	-3	-3	0	2	-2
CC(C)NC(=O)N(C)C[C@@H]1Oc2ccc(NC(=O)Nc3ccc(F)cc3)cc2CC(=O)N([C@H](C)CO)C[C@H]1C	0	2	-4	6	8	-12	0
Cc1ccc(CN2CCN(/N=C/c3ccc(C(=O)O)cc3)CC2)c(C)c1	7	-4	9	0	-33	-9	25
O=C(c1cc(C2CC2)on1)N1CCN(c2ccccc2)CC1	-4	0	5	1	-28	/	-3
CCN(CC(=O)Nc1c(F)cccc1F)C(=O)CSC(=S)N1CCCC1	2	2	18	-2	-2	-1	5
Cc1ccc(S(=O)(=O)NCCC(=O)NCCc2ccc(S(N)(=O)=O)cc2)cc1C	-37	-2	0	5	1	9	1
COc1ccc(C2=NOC(C)(c3nnc(Cc4ccccc4)o3)C2)cc1 (stereo not given)	3	-6	-17	/	4	11	-1
C[C@@H]1CN([C@H](C)CO)C(=O)c2cc(NS(=O)(=O)c3ccccc3)ccc2O[C@@H](C)CCCCO[C@@H]1CN(C)Cc1ccc(C(=O)O)cc1	-6	-11	5	/	4	-6	/
COCCNc1nc(Oc2ccc(CC(=O)OC)cc2)c2sc(-c3ccccc3)cc2n1	/	11	4	-3	-30	10	-2
O=C(CCC(=O)N1CCOc2ccccc21)Nc1cc(F)ccc1F	-1	-1	-6	/	-6	8	-4
Cc1cccc(CSc2nc3c(c(=O)[nH]2)CCC3)c1	2	-6	10	-1	5	5	0
Cc1cccc(CSc2nc3c(c(-c4cccs4)c2C#N)CN(C)CC3)c1	7	-2	-3	3	25	24	0
Cc1cccc(NC(=O)CSc2nc3ccccc3nc2N2CCCC2)c1	-2	-63	-3	9	-4	4	-1
CN(Cc1ccccc1)C(=O)Cn1c(=O)oc2cc(S(=O)(=O)NCc3ccccc3)ccc21	-11	11	-5	1	6	30	-1
CCN(CC)C(=O)C(=O)Nc1ccc(OC)c(Cl)c1	-11	-4	13	-4	/	-6	3
O=C(Nc1ccccc1F)N1C[C@H]2[C@@H](c3ccccc31)[C@@H](CO)N2C(=O)Nc1ccccc1	6	-21	16	1	10	-58	2

Random excerpt: 4 compounds from above.
SMILES	ARNT-TACC3 inh	EWS-Fli inh	DENV2 CPE rescue	SIRT5 inh	LGR2 inh	PAX8 inh HTS	Casp6 inh
CC1(C(=O)N(CC(=O)NC2CCCC2)Cc2ccccc2)CC(=O)N=C2C=CC=CN21 (stereo not given)	/	-1	-2	-21	0	-14	/
CCN(CC(=O)Nc1c(F)cccc1F)C(=O)CSC(=S)N1CCCC1	2	2	18	-2	-2	-1	5
CN1CCC(C)(C(=O)Nc2cccc3c2CCCC3)C1 (stereo not given)	/	-1	-2	1	3	11	-1
CCN(CC)C(=O)C(=O)Nc1ccc(OC)c(Cl)c1	-11	-4	13	-4	/	-6	3

Next section.
SMILES	ARNT-TACC3 inh	EWS-Fli inh	DENV2 CPE rescue	SIRT5 inh	LGR2 inh	PAX8 inh HTS	Casp6 inh
CN(Cc1cccc(C(F)(F)F)c1)C(=O)C1CCC(=O)N(CC2CCCCC2)C1 (stereo not given)	-8	3	7	1	1	-6	5
CC(=O)Nc1ccc(NC(=O)C(C)OC(=O)C2CCN(S(=O)(=O)c3ccccc3C(F)(F)F)CC2)cc1 (stereo not given)	0	-3	-8	4	6	4	12
CCOC(=O)C1=C2c3cc(OC)c(OC)cc3CC(C)(C)N2C(=O)C1=O	13	-3	-1	0	0	-21	3
CC(C)[C@H](NC(=O)CC1CCCC1)C(=O)N1CCC[C@H]1C(=O)NCc1ccccc1	/	-4	7	1	-12	-16	-1
COc1ccc(OC)c2c1sc(=NC(=O)c1cccc(N3C(=O)CCC3=O)c1)n2C	-4	5	4	-12	-32	3	0
COCCNC(=O)[C@@H]1[C@@H](CO)[C@@H]2Cn3c(ccc(-c4ccccc4)c3=O)[C@H]1N2C	10	5	-3	-10	-8	-4	0
O=C(COC(=O)c1cc2ccccc2cc1O)NCc1ccccc1	-2	-7	15	-5	8	17	-1
CCOc1ccc(OCCC(=O)N2CCN(S(=O)(=O)c3cccc(F)c3)CC2)cc1	/	6	-7	-9	-3	10	13
Cc1[nH]nc2c1C(c1c[nH]c3ccccc13)C(C#N)=C(N)O2 (stereo not given)	2	6	-2	6	6	18	12
C[C@@H]1CN([C@@H](C)CO)C(=O)c2cc(NC(=O)Cn3cnnn3)ccc2O[C@@H]1CN(C)C	-10	-4	4	-1	-1	2	6
O=C(CSc1nncn1-c1ccccc1F)NC1CC1	-4	-68	2	/	/	-92	-1
O=C(C[C@@H]1C[C@H]2c3cc(NC(=O)Nc4ccc(C(F)(F)F)cc4)ccc3O[C@H]2[C@@H](CO)O1)NC1CCCCC1	-17	-10	9	0	-2	-12	1
CC(C)C1Oc2ccccc2N(CC(=O)N(C)C2CCCCC2)C1=O (stereo not given)	/	7	-1	-5	-1	3	0
C[C@H](CO)N1C[C@H](C)[C@@H](CN(C)Cc2ccc(C(F)(F)F)cc2)Oc2ccc(NS(=O)(=O)c3cccs3)cc2C1=O	/	-12	/	-2	7	-9	/
CC=Cc1ccc2n(c1=O)C[C@@H]1[C@@H](CO)[C@H](C(=O)NC3Cc4ccccc4C3)N(CC3CCCC3)[C@H]21 (mixture of isomers)	/	/	12	-5	-7	-18	3
CC1C(=O)N(Cc2cn(CCC3OCCCO3)nn2)CCS(=O)(=O)N1Cc1ccc(-c2ccc(Cl)nc2)cc1 (stereo not given)	/	1	3	1	11	-79	-2
C[C@@H]1CCCCO[C@@H](CN(C)C(=O)NC2CCCCC2)[C@H](C)CN([C@H](C)CO)C(=O)c2cc(NC(=O)c3ccncc3)ccc2O1	4	4	0	-5	-17	23	6
Cc1ccc(-n2nc3c(c2NC(=O)c2c(-c4ccccc4Cl)noc2C)CS(=O)(=O)C3)c(C)c1	6	0	-7	0	1	/	10
O=C(c1ccccn1)N1CC(=O)N2[C@H](CO)[C@@H](c3ccc(C#Cc4ccccc4)cc3)[C@H]2C1	/	-8	3	1	8	/	0
CCOc1ccc(C(=O)Nc2c(C(=O)N3CCC(N4CCCCC4)CC3)oc3ccccc23)cc1	30	-15	-2	-3	-5	-15	-13
CC1CN(N=Cc2ccc([N+](=O)[O-])o2)C(=N)O1 (stereo not given)	13	6	?	-5	-21	-9	5
O=C(NC(=S)NCc1cccnc1)c1ccccc1F	-24	1	0	1	-3	-17	1
Cc1[nH]c(-c2ccc(F)cc2)cc1C(=O)N1CCN(c2ccccc2)CC1	5	1	-4	-2	8	-46	-3
NS(=O)(=O)c1cccc(NS(=O)(=O)c2ccc(/C=C/C(=O)OCC(=O)c3ccc(Br)cc3)cc2)c1	1	2	1	7	-26	-9	5
O=C(C1CCC1)N1CC(=O)N2[C@@H](CO)[C@@H](c3ccc(C4=CCCCC4)cc3)[C@@H]2C1	/	/	-7	-19	-7	/	2

Next records follow.
SMILES	ARNT-TACC3 inh	EWS-Fli inh	DENV2 CPE rescue	SIRT5 inh	LGR2 inh	PAX8 inh HTS	Casp6 inh
CCC(=O)N1[C@@H](CO)[C@@H](c2ccc(-c3ccccc3)cc2)[C@@H]1CNC(=O)COC	-10	-1	-4	/	2	19	/
O=C(CN1c2cccc3cccc(c23)S1(=O)=O)NCc1ccc(F)cc1	/	1	5	5	/	17	1
CC(C)(C)OC(=O)C[C@H]1C/C=C\C[C@@H](CC(=O)NCCO)C(=O)N[C@H](Cc2ccccc2)COC1=O	0	-2	-7	-4	1	6	-7
CC(=O)n1ccnc1	-1	-7	3	-3	7	-9	-6
CCCNC(=O)N1C[C@H]2[C@@H](c3ccccc31)[C@@H](CO)N2C(=O)C1CCOCC1	-2	1	12	-14	-4	-8	6
O=C(O)c1ccc2c(c1)c1c3n2CCNC3CCC1 (stereo not given)	-23	6	10	4	-13	14	6
O=C(Cn1cc(C(F)(F)F)cc(Cl)c1=O)Nc1cc(Cl)cc(Cl)c1	-6	10	-6	-1	2	7	-4
Cc1cc(C(=O)OCC(=O)N2c3ccccc3NC(=O)C2(C)C)c(C)n1-c1ccccc1	-2	12	-2	0	-1	17	-2
COC(=O)c1sc(NC(=O)c2ccc([N+](=O)[O-])o2)c(C#N)c1C	-1	-6	-15	0	0	36	5
CC1CN(C(=O)c2ccc(-c3cccc(C(F)(F)F)c3)o2)CC(C)O1 (stereo not given)	2	10	18	1	-13	/	3
COc1ccc(C)cc1NC(=O)CSc1nnc2ccc(-c3ccccn3)nn12	12	-6	0	12	0	6	-2
Cc1cccnc1NC(=O)CCc1c[nH]c2ccccc12	34	9	6	-2	-10	0	-2
CCOC(=O)c1nc(Nc2ccc(N3CCOCC3)cc2)c2ccccc2n1	16	-11	-3	1	10	16	2
COc1ccc2c3c([nH]c2c1)[C@@H](CO)N(Cc1ccncc1)CC31CN(Cc2ccc(-c3ccccn3)cc2)C1	/	13	18	0	-21	-15	-1
COc1ccc(OCC(=O)N2CCc3c([nH]c4ccccc34)C2c2ccccn2)cc1 (stereo not given)	-2	20	9	2	-5	16	-1
COC(=O)c1ccc2nc(-c3ccc(OC)c(OC)c3)c(Cc3ccc(OC)cc3C)n2c1	/	3	-3	3	-4	22	4
O=C(CCNC(=O)c1ccccc1)NNC(=O)COc1ccccc1Cl	0	1	2	/	11	-12	0
O=C(Nc1ccc(N2C(=O)C3C4C=CC(C4)C3C2=O)cc1Cl)c1cccs1 (stereo not given)	-2	-8	1	-8	-5	-70	-1
CN(C)C(=O)C[C@@H]1CC[C@@H](NC(=O)C2CCC2)[C@H](CO)O1	-11	-1	12	0	1	-8	0
CC(=O)C1CN(S(=O)(=O)c2ccc(C)cc2)C(c2ccccc2)CC1C (stereo not given)	/	7	39*	4	8	-21	0
COc1ccc(S(=O)(=O)Nc2ccc3c(c2)C(=O)N([C@H](C)CO)C[C@H](C)[C@@H](CN(C)S(=O)(=O)c2ccc(Cl)cc2)O3)cc1	10	-5	7	/	8	6	/
CCCN1C[C@H](C)[C@@H](OC)CN(C)C(=O)c2ccc(NC(=O)c3ccccc3F)cc2OC[C@@H]1C	/	3	-4	11	-7	-55	-2
COc1ccc(/C=N/OCC(=O)N2CCCC2)c(OC)c1	-8	-15	/	1	4	-7	3
CCN(c1ccccc1)S(=O)(=O)c1cc(C(=O)NCc2ccco2)ccc1C	/	14	1	1	-10	6	0
Cc1ccc(-c2nnc(SCC(=O)N/N=C/c3ccc(C)s3)n2-c2ccc(C)cc2)cc1	0	9	/	/	20	7	/
COc1ccc(S(=O)(=O)Nc2ccc3c(c2)C(=O)N([C@H](C)CO)C[C@@H](C)[C@H](CN(C)C(=O)c2ccncc2)OCCCC[C@@H](C)O3)cc1	-5	4	9	-5	7	-17	0

From PubChem
